Screening results: PubChem BioAssay, The Scripps Research Institute Molecular Screening Center
pPAFAH FP inh: pPAFAH (human) enzyme inhibition; recombinant pPAFAH, FP-rhodamine probe fluorescence polarization; Q13093; inhibition, % at 3.39 µM; actives 1.5% (n = 330,000);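 active means inhibition above the mean inhibition across the screen plus 3 SD, cut at about 25% in these data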;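 further: inhibitors block binding of the rhodamine activity-based probe so polarization drops; 0% = enzyme with DMSO and 100% = wells lacking pPAFAH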
Fam108B counter: blocks mouse Fam108B hydrolase in RBBP9 counter-screen | inhibition, % at 9.51 µM | actives 0.33% (n = 300,000) | recombinant Fam108B, FP-Rh probe fluorescence polarization | AID 1947;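 active means inhibition above the screen mean inhibition plus 3 SD, computed separately per campaign, cut at about 18% in these data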;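 further: inhibitors lower polarization as less probe binds the enzyme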
PAFAH1B3 inh: PAFAH1B3 (human) inhibition | Q15102 | recombinant PAFAH1B3, FP-rhodamine probe, fluorescence polarization | inhibition, % at 3.39 µM | actives 0.28% (n = 340,000) | AID 492972;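 active means inhibition above the screen-wide average of all tested compounds plus 3 SD, cut at about 25% in these data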;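 further: 0% = enzyme with DMSO only and 100% = wells lacking PAFAH1B3 protein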
Target sequence (Q15102 whole entry, looked up): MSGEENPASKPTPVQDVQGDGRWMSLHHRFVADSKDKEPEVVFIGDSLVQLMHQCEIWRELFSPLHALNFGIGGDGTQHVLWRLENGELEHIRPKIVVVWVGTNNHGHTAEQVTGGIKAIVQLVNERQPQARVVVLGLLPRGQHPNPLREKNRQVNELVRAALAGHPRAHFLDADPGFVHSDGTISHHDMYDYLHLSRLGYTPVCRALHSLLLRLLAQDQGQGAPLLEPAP
LYPLA1 counter: blocks human lysophospholipase 1, a PME1 counter-screen; actives 0.16% (n = 320,000); recombinant LYPLA1, FP-Rh probe fluorescence polarization; O75608; inhibition, % at 5.9 µM; AID 2174;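 active means inhibition above the mean of all tested compounds plus 3 SD, set per campaign, cut at about 14% in these data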;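 further: inhibitors block serine hydrolase probe labeling of LYPLA1 so polarization falls; 0% = enzyme with DMSO and 100% = wells lacking LYPLA1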
Target sequence (O75608 whole entry, looked up): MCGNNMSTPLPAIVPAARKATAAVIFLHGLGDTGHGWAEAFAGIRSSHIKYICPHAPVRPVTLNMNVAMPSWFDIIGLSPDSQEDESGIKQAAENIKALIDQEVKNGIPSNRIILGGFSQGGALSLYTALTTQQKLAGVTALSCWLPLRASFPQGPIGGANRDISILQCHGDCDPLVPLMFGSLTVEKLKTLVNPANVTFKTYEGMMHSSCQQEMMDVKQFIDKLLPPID
PME-1 primary: PME-1 (human) inhibition. inhibition, % at 5.9 µM. actives 0.53% (n = 320,000). AID 2130. recombinant PME-1, FP-Rh probe fluorescence polarization. Q9Y570;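 active means inhibition above the campaign mean of all compounds plus 3 SD, cut at about 26% in these data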;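 further: competitive labeling of PME-1 active site by serine hydrolase directed probe; 0% = PME-1 with DMSO and 100% = wells lacking PME-1 enzyme; inhibitors block probe labeling so polarization falls and inhibition rises; many of its hits are not listed in these tables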
Target sequence (Q9Y570 whole entry, looked up): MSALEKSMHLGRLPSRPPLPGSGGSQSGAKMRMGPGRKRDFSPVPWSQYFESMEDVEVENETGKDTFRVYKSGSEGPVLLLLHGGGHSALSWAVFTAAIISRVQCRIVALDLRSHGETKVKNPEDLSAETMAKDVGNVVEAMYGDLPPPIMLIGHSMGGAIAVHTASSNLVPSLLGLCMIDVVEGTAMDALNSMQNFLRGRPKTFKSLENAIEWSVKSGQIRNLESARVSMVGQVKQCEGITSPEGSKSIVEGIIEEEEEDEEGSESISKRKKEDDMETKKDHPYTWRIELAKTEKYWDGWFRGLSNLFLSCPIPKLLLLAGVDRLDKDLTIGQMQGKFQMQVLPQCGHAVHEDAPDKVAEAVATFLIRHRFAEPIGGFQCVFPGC
PAFAH1B2 FP inh: PAFAH1B2 (human) inhibition | P68402 | recombinant PAFAH1B2, FP-rhodamine activity probe, fluorescence polarization | inhibition, % at 3.39 µM | actives 1.2% (n = 340,000) | AID 492953;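 active means inhibition above the mean of all tested compounds plus 3 SD, cut at about 24% in these data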;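 further: 0% = enzyme with DMSO and 100% = wells lacking PAFAH1B2; many of its hits are not listed in these tables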
PAFAH2 FP inh: inhibitors of human PAFAH2. actives 0.99% (n = 340,000). Q99487. inhibition, % at 3.39 µM. recombinant PAFAH2, FP-rhodamine activity probe, fluorescence polarization;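 active means inhibition above the mean over all tested compounds plus 3 SD, cut at about 30% in these data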;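 further: inhibitors block probe labeling of enzyme so polarization drops; 0% = enzyme with DMSO and 100% = wells lacking PAFAH2 protein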
PAD4 inh: PAD4 (human) enzyme inhibition. recombinant PAD4, RCA probe fluorescence polarization. inhibition, % at 6.36 µM. actives 0.41% (n = 330,000). AID 485272;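 active means percent inhibition above a cutoff equal to the mean of all tested compounds plus 3 SD, cut at about 15% in these data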;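 further: 0% = PAD4 with RCA probe and DMSO and 100% = probe without PAD4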
GSTO1 counter: GSTO1 inhibition, counter-screen for RBBP9 inhibitors; recombinant GSTO1, activity-based probe fluorescence polarization; inhibition, % at 5.96 µM; actives 1.1% (n = 300,000); AID 1974;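 active means inhibition above the campaign mean inhibition plus 3 SD, cut at about 35% in these data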;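 further: 0% = GSTO1-1 with DMSO and 100% = wells lacking GSTO1-1 enzyme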
Target sequence (P78417 whole entry, looked up): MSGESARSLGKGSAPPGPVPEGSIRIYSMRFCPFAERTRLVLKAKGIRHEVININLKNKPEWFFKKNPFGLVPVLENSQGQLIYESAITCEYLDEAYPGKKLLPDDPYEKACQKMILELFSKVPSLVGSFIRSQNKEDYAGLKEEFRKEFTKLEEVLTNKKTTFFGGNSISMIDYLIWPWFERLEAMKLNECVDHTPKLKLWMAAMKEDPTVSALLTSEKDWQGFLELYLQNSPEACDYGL
* marks the source's active call; other numbers are inactive results; · = no result given. The list is partial; the hit share may differ from the screen's.

SMILES	pPAFAH FP inh	Fam108B counter	PAFAH1B3 inh	LYPLA1 counter	PME-1 primary	PAFAH1B2 FP inh	PAFAH2 FP inh	PAD4 inh	GSTO1 counter
CCC(C(=O)Nc1nc(C)c(C)s1)c1ccccc1 (centres undefined)	3	2	7	-3	-1	19	7	-4	0
O=C(Nc1nnc(C2=COCCO2)o1)c1cccc(F)c1	4	0	17	3	2	4	5	-1	-8
CN(C)S(=O)(=O)c1ccc(N2CCCC2=O)c([N+](=O)[O-])c1	5	0	6	5	2	0	-6	0	1
COc1ccc(CC(NC(C)=O)C(=O)N2CCN(C(=O)Nc3cccc(Cl)c3)CC2)cc1OC (centres undefined)	0	-1	10	1	-6	2	2	-6	1
O=C(c1ccccc1)N1CCN(C(=O)c2nn3c(C(F)(F)F)cc(-c4ccco4)nc3c2Br)CC1	34*	2	9	-3	-2	4	13	3	-1
Cc1nc(Sc2ccccc2)c(C#N)cc1-c1ccccc1	8	0	3	-2	-1	1	-1	-3	2
CC(=O)N/C(=C\c1ccccc1)C(=O)OCC(=O)NC(C)C12CC3CC(CC(C3)C1)C2 (centres undefined)	2	-3	-4	4	3	24	23	5	-2
COc1cccc(OC)c1C(=O)Nc1ccc2nc(C)c(C)nc2c1	5	-1	9	3	-2	-2	-3	1	-1
Cc1cc([N+](=O)[O-])ccc1NC(=O)c1sc2ncn(CC(=O)N3CCOCC3)c(=O)c2c1C	-3	-6	-1	-5	-6	2	0	-10	10
Cc1cccc(C)c1NC(=O)COC(=O)CN1C(=O)C2CCCCC2C1=O (centres undefined)	3	·	0	-3	-3	-1	-6	-3	·
Cc1ccc(-n2c(-c3ccccc3)c[nH]c2=S)cc1	-6	0	4	4	-8	6	9	2	2
O=C(c1cc2ccccc2oc1=O)N1CCN(Cc2ccc3c(c2)OCO3)CC1	4	1	10	2	2	6	1	-1	4
CC1(C)Cc2nc3oc4c(NCc5ccccc5)ncnc4c3cc2CO1	1	-1	11	-1	0	1	4	-2	0
O=C(COC(=O)CCCOc1ccccc1)NNC(=O)c1ccc([N+](=O)[O-])cc1	22	-2	0	-1	-2	1	0	0	-6
S=C1NCN(Cc2ccccc2)CN1C1CCCCC1	5	0	5	0	-2	2	-7	-1	13
COCCNC(=O)C(C)OC(=O)c1cc2sccc2n1C (centres undefined)	-5	-1	-2	-6	-11	5	-4	3	-3
O=C1c2ccccc2C(=O)N1Nc1ccccc1	4	0	7	1	-3	3	0	4	-5
CC1CN(C(=O)Nc2cccc(C(F)(F)F)c2)CC(C)O1 (centres undefined)	4	1	-2	-1	-3	0	4	-4	-4
CCOC(=O)N1CCN=C1SCc1ccc(C(F)(F)F)cc1	-3	2	6	1	0	2	2	0	1
Cc1ccc(OCC(=O)N2CCC(C)CC2)c([N+](=O)[O-])n1	2	·	4	-1	3	5	-1	0	·

pPAFAH FP inh, hit marks shown above
Compound	pPAFAH FP inh	PAFAH1B3 inh	PME-1 primary	PAFAH1B2 FP inh	PAFAH2 FP inh	PAD4 inh
O=C(c1ccccc1)N1CCN(C(=O)c2nn3c(C(F)(F)F)cc(-c4ccco4)nc3c2Br)CC1	34*	9	-2	4	13	3

A few values from above.
Reading for Cc1ccc(OCC(=O)N2CCC(C)CC2)c([N+](=O)[O-])n1 under PAD4 inh: 0
Reading for Cc1cc([N+](=O)[O-])ccc1NC(=O)c1sc2ncn(CC(=O)N3CCOCC3)c(=O)c2c1C under GSTO1 counter: 10

(continued)
SMILES	pPAFAH FP inh	Fam108B counter	PAFAH1B3 inh	LYPLA1 counter	PME-1 primary	PAFAH1B2 FP inh	PAFAH2 FP inh	PAD4 inh	GSTO1 counter
O=C1CN(c2nc3ccccc3n3cnnc23)CC(=O)N1CCc1ccccc1	0	2	8	-1	2	5	5	1	-2
Cc1cc(C)n(CC(=O)N2CCCC(N3CCN(c4ccc(F)cc4)CC3)C2)n1 (centres undefined)	-2	2	7	4	2	-2	2	0	1
CCN(CC)CCOc1nnc(-c2ccc(C)cc2)c2ccccc12	1	1	3	-1	-4	2	6	-1	2
Cc1ccc(S(=O)(=O)N2CCN(C(=O)COC(=O)CCOc3cc(C)ccc3C)CC2)cc1	10	-3	4	3	-2	20	2	-5	-6
CCn1c(=S)[nH]c2sc3c(c2c1=O)CCCC3	-1	0	7	-1	-8	5	7	8	-10
Oc1c(CN2CCCCC2)cc(Br)c2cccnc12	12	5	13	0	0	6	-3	-14	25
COC(=O)c1ccc(NS(=O)(=O)c2ccc3c(c2)n(C)c(=O)n3C)cc1	6	1	3	2	-1	4	12	-3	11
CCC1Oc2ccc(C)cc2N(CC(=O)NCCc2ccc(OC)c(OC)c2)C1=O (centres undefined)	10	1	3	4	-2	-8	9	0	2
C[C@@H]1CN([C@@H](C)CO)C(=O)Cc2cc(NS(=O)(=O)c3ccccc3)ccc2O[C@H]1CN(C)Cc1ccncc1	15	·	5	·	·	3	1	6	·
Nc1ccc(-c2nnnn2-c2ccc(N)cc2)cc1	7	-2	5	-4	1	4	1	0	8
CC(Sc1nc2ccccc2[nH]1)C(=O)O (centres undefined)	5	-2	6	-1	-1	3	0	-5	-4
O=C(CSc1nccc(-c2cccs2)n1)Nc1ccc(F)c(Cl)c1	-4	-7	-2	-24	-5	1	1	-1	-3
COC(=O)C(C)NC(=O)CNS(=O)(=O)c1ccc(F)cc1 (centres undefined)	2	1	10	0	0	2	-12	-1	1
COc1ccccc1OCC(=O)N1CCN(C(=O)c2ccco2)CC1	-2	-1	-4	1	6	-1	3	-4	4
COCCNC(=O)c1ccc2nc(Cc3ccc(OC)c(OC)c3)oc2c1	-4	0	1	2	0	6	-3	1	16
Cc1nnc(SCC(=O)Nc2nonc2C)s1	0	2	1	-1	0	2	2	-2	2
CCOC(=O)c1cnc(-n2nc(C)cc2C)nc1Oc1ccc(C(=O)OC)cc1	7	1	·	0	-5	·	·	1	-4
C/C=C/C(=O)N1c2ccc(C)cc2C(C)=CC1(C)C	2	0	-2	0	1	4	0	-1	6
Cc1c(Br)cnn1C(C)C(=O)N1CCN(c2ccc(F)cc2)CC1 (centres undefined)	-3	·	-2	4	4	5	5	-6	·
CS(=O)(=O)Nc1ccc(-c2cn3c(n2)SCC3)cc1	6	-4	11	0	1	-1	-4	0	-2
O=C(O)c1ccccc1NS(=O)(=O)c1ccc(NN=Cc2ccccc2F)c([N+](=O)[O-])c1	51*	·	8	·	·	15	7	-1	·
O=C(Nc1cccc([N+](=O)[O-])c1)c1ccc2snnc2c1	3	-14	-2	0	0	-11	-28	-4	4
CCn1c(CC(=O)Nc2ccc(Cl)c(Cl)c2)nnc1SCc1ccc(C)cc1	-10	-7	11	2	-11	3	3	-9	-4
Cc1noc(C)c1C(=O)Nc1cccnc1	-1	-1	2	1	-5	4	4	-1	6
NS(=O)(=O)c1ccc(CCNC(=O)c2ccc3nc4ccc(Cl)cc4c(=O)n3c2)cc1	-1	-12	12	-5	-9	8	-1	-4	3
Cn1nnc(NC(=O)c2ccccc2F)n1	4	-3	1	3	-4	2	-2	4	0
CC(=O)CCc1c(C)c2cc(C)ccc2[nH]c1=O	-1	-3	5	0	-1	1	-2	-8	-2
O=C(COC(=O)c1ccccc1O)Nc1ccc(OC(F)F)cc1	3	-4	5	1	-12	3	5	1	-6
CCOC(=O)c1cc(-c2ccccc2)sc1NC(=O)COC(=O)c1ccc(Cl)c(S(N)(=O)=O)c1	3	0	-7	-2	-9	-9	-13	-1	10
O=C(c1cc(-c2ccco2)nc2ccccc12)N1CCCC(C(F)(F)F)C1 (centres undefined)	9	·	0	-4	2	4	10	-2	·
Cc1ccccc1OCC(=O)N/N=C/c1cc2ccccc2nc1Cl	6	-7	4	1	-2	5	-14	4	-6
CCOC(=O)C1=C(C)N=C(SC)N(C)C1c1ccccc1 (centres undefined)	-2	-1	7	2	-2	1	3	2	2
COC(=O)c1nn(-c2cccc(C)c2)c2nnc(Cc3ccccc3)c(=O)n12	9	-1	3	-2	0	0	2	-1	2
Cc1ccc(C2C(C#N)=C(N)N(N(C)C)C3=C2C(=O)CCC3)cc1 (centres undefined)	5	1	1	2	1	3	8	2	-3
COc1ccc(CCNC(=O)CN(c2ccc(OC)c(OC)c2)S(C)(=O)=O)cc1	2	4	3	3	9	6	5	7	5
Cc1cccc(C(=O)NCCCn2ccnc2)c1C	2	0	-3	-4	-11	-1	5	-1	3
CCn1c(CC(C)C)n[nH]c1=S	1	2	-2	-1	-3	4	9	-2	2
CCOC(=O)CSc1nc2cc(C(=O)NCc3ccco3)ccc2c(=O)n1-c1ccc(F)cc1	4	-3	5	2	1	-2	-6	2	6
O=C(N/N=C/C(Cl)=C/c1ccccc1)c1ccncc1	0	5	·	-1	-1	·	·	-3	0
CC(NC(=O)CCNS(=O)(=O)c1ccc2c(c1)c(=O)n(C)c(=O)n2C)c1ccccc1 (centres undefined)	0	2	6	2	1	3	1	-1	6
COc1ccc(/C=N/NC(=O)c2c(Br)cnn2C)c2ccccc12	0	-1	2	-3	-3	0	3	0	-7
COc1ccc(N2CC(C(=O)NCCC3=CCCCC3)CC2=O)c(OC)c1 (centres undefined)	6	-2	4	0	-2	0	3	1	-9
O=C(Nc1cccc(C(F)(F)F)c1)C(Sc1ncnc2ccccc12)c1ccccc1 (centres undefined)	-5	-29	4	-28	-15	0	-19	-3	0
COc1ccccc1C(=O)Nc1ccc(S(=O)(=O)N(C)c2ccccc2)cc1	-5	-11	2	-10	-3	2	3	4	1
CCCc1cc(=O)oc2cc(OCc3nn[nH]n3)ccc12	-4	0	2	-1	0	6	11	2	-3
COc1ccc(/C=C/C(=O)Nc2cc(S(=O)(=O)N3CCOCC3)ccc2N2CCCC2)cc1OC	-2	1	9	-1	2	0	-3	3	1
c1ccc(C2=NOC(c3nnc(-c4ccccc4)o3)C2)cc1 (centres undefined)	2	3	2	0	-2	7	2	-1	1
C=CCSc1nnc2c(n1)-c1cccc3cccc-2c13	2	2	-1	-4	5	-1	7	2	9
COc1ccc(CC(=O)N2CCCc3ccccc32)cc1	5	1	4	2	-3	8	8	7	7
COc1nc(-c2ccccc2)c2cc(C)ccc2n1	0	1	8	2	2	10	0	4	1
NS(=O)(=O)c1ccc(NC(=O)CN2CCN(Cc3ccccc3)CC2)cc1	1	1	4	-7	-3	6	6	-1	16
Nc1nnnn1/N=C/c1cc([N+](=O)[O-])ccc1O	1	-3	0	-2	3	1	-12	-8	10
Cc1c(O)ccc(/C=N/Nc2nc(-c3cccnc3)nc3ccccc23)c1O	42*	39*	30*	-17	40*	11	-16	-2	-114
O=Cc1cn(-c2ccccc2)nc1-c1ccc(F)cc1	-5	-1	7	4	0	5	5	-1	-4
CC(C)c1ccc(C2C(C#N)=C(N)Oc3c2oc(CO)cc3=O)cc1 (centres undefined)	3	0	14	-3	2	3	5	0	1
O=S1(=O)CCN2C=Nc3sc4c(c3C2=N1)CCCC4	0	-3	-2	5	3	0	2	-2	1

Retrieved by structure from above:
SMILES	pPAFAH FP inh	Fam108B counter	PAFAH1B3 inh	LYPLA1 counter	PME-1 primary	PAFAH1B2 FP inh	PAFAH2 FP inh	PAD4 inh	GSTO1 counter
COc1ccc(CC(=O)N2CCCc3ccccc32)cc1	5	1	4	2	-3	8	8	7	7
CC(C)c1ccc(C2C(C#N)=C(N)Oc3c2oc(CO)cc3=O)cc1 (centres undefined)	3	0	14	-3	2	3	5	0	1
COc1ccc(N2CC(C(=O)NCCC3=CCCCC3)CC2=O)c(OC)c1 (centres undefined)	6	-2	4	0	-2	0	3	1	-9
